Bioassay records: PubChem BioAssay, Broad Institute
CFTR F508del cor = CFTR F508del correction in bronchial cells; activity (quench increase), % at 7.58 µM; AID 720511; 350,000 compounds, 0.36% hits; CFBE cells, YFP halide quenching; stimulated with forskolin plus potentiator P3; % fluorescence drop versus neutral controls;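 active = mean added fluorescence quench of at least 8% versus neutral control, with both replicates also reaching 8%; inconclusive = only one of the mean or replicate conditions met; inactive = mean below 8% and not both replicates reaching 8%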;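 also: cells transiently co-express mutant CFTR-F508del with the halide-sensitive YFP; corrector assay measuring rescue of mutant channel to the surface after 24 h compound exposure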
RAD54 inh = inhibitors of human RAD54 branch migration | AID 602329 | inhibition, % at 10.4 µM | Q92698 | 360,000 compounds, 0.14% hits | RAD54 Holliday junction branch migration, FAM/BHQ fluorescence;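 active = mean normalized replicate activity at least 40 and at least half of replicates scoring 40 or more; inconclusive = only one of the two criteria met; inactive = mean below 40 and under half of replicates reaching 40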;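 also: 0% = median of neutral control wells and 100% = median of positive control wells; inhibitors cause a drop in the FAM fluorescence signal; in these data hits start at about 50%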
INS-1E GSIS act = GLuc luminescence reporter in INS-1E cells, primary screen for activators of glucose-dependent secretion of insulin | INS-1E GLuc reporter insulin secretion, 2-3 h | 370,000 compounds, 0.61% hits | activation, % at 16.6 µM | AID 743287;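 active = lowest replicate activation of at least 40%, so every replicate reaches that level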;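 also: 0% = median of neutral control wells and 100% = median of IBMX positive control wells; some compounds called inactive have numbers as strong as hits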
Casp6 inh = blocks human caspase-6 cleavage activity; purified caspase-6, Z-VEID-R110 cleavage fluorescence; inhibition, % at 12.5 µM; 350,000 compounds, 0.53% hits; P55212;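 active = mean inhibition across replicates at least about 35%, with every replicate also reaching that limit, limit read from the data; inconclusive = only one of the two criteria met; inactive = neither criterion met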;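 also: 0% = median of neutral control wells and 100% = no fluorescence left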
XiGFP reactiv = X-chromosome reactivation activator; activation, % at 7.58 µM; AID 743238; XiGFP mouse fibroblasts, % GFP-positive cells imaging, 3 d; cells co-treated with 5-aza-dC sensitizer; scaled so ellipticine positive control = 100%; 360,000 compounds, 0.055% hits;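 active = mean normalized replicate activation at least 10% and every replicate at or above 10%; inconclusive = only one of the two criteria met; inactive = mean below 10% and not all replicates reach 10%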;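 also: 0% = median of on-plate neutral control wells and 100% = ellipticine 6 µM median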
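Schedule: 3 d treatment, 15 min room-temperature fixation; system: 68-5-11 XiGFP fibroblast line; buffer or medium: DMEM plus 5-aza-dC sensitizer; control set: ellipticine 6 µM positive control; compound: one concentration, pinned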
RAD52 anneal inh = RAD52 (human) annealing inhibition | 360,000 compounds, 0.46% hits | inhibition, % at 18.7 µM | recombinant RAD52 DNA annealing, FRET fluorescence | P43351 | AID 651710;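 active = every replicate showing at least 50% inhibition; inconclusive = mean inhibition at least 50% but not in every replicate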
Target sequence (P43351 whole entry, looked up): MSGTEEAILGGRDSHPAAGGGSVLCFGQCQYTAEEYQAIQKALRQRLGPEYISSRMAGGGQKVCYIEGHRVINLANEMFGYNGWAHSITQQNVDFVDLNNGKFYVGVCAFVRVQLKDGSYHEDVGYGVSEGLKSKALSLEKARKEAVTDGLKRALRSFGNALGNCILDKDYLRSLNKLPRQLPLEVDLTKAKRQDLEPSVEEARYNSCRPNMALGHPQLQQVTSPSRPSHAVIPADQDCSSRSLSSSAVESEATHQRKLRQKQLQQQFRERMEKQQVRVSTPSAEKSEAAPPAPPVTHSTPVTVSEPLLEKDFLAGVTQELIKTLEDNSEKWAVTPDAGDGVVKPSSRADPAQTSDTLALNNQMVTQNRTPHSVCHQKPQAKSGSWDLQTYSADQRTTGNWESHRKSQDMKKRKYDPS
E-sel inducer = induces E-selectin expression in human endothelial cells. HUVEC E-selectin immunofluorescence imaging; normalized: neutral wells 0, TNF-alpha wells 100. activation, % at 7.58 µM. 260,000 compounds, 0.37% hits. AID 686992;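 active = mean E-selectin-positive cell signal at least 10% of the positive control, reached in at least 60% of replicates, without over 20% cell loss; inconclusive = no rule given, readout overlaps actives, possibly toxicity-flagged; inactive = the rest, including those meeting only one limit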;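 also: in these data hits start at about 27%; measured in HUVEC primary endothelial cells; signal is the percent of cells scored E-selectin positive by PE staining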
Target sequence (P16581 whole entry, looked up): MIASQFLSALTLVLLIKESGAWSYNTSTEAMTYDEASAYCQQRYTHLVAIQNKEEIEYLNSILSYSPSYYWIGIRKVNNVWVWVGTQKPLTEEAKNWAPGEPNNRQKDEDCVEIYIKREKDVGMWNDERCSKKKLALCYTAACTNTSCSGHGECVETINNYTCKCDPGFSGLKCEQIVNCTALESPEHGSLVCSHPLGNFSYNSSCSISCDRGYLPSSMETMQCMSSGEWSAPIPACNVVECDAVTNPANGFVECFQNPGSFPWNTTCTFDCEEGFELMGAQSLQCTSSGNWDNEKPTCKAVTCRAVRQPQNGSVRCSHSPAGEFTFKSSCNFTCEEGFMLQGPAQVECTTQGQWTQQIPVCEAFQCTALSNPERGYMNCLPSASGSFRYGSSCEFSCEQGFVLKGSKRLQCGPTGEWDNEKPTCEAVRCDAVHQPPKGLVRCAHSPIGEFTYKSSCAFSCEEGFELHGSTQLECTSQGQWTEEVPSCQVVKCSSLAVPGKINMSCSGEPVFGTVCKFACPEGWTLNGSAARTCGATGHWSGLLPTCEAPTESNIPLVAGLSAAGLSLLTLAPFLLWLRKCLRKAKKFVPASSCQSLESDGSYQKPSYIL
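Read-out: % PE-positive cells | Test system: HUVEC | Doses: One compound dose added by pin transfer | Buffer or medium: EGM-2 over gelatin coat | Signal: Immunofluorescence imaging | Benchmarks: TNF-alpha, DMSO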
DENV2 CPE rescue = inhibitors of DENV2 cytopathic effect; DENV2-infected cells, cytopathic effect rescue, plate reader; CPE inhibition, % at 9.99 µM; 350,000 compounds, 1.7% hits; AID 651640; in the data active = CPE inhibition above about 20%, passing the limit was not always enough; inconclusive = no clear call, values can overlap the other calls; tested in BHK-21 cells;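 also: 0% = median of neutral control wells and 100% = median of positive control wells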
Starred values were filed as active, the others as inactive; ? = inconclusive; . = not tested or not shown; & = joins results of further samples.

SMILES | CFTR F508del cor | RAD54 inh | INS-1E GSIS act | Casp6 inh | XiGFP reactiv | RAD52 anneal inh | E-sel inducer | DENV2 CPE rescue
Cc1cc(C)cc(N=c2c([N+](=O)[O-])nn(-c3ccc4c(c3)OCCO4)n2O)c1 | 0.7 | 4 | -20 | -2 | 0.0 | -6 | . | 2
COC(C[C@H]1O[C@H]1C(=O)COCc1ccccc1)OC | -2.7 | -12 | 0 | -1 | 0.0 | 10 | -0.3 | 8
COc1ccc2c3c([nH]c2c1)[C@@H](CO)N(C(=O)C1CC1)CC31CCN(S(C)(=O)=O)CC1 | -0.7 | . | -2 | 5 | 0.3 | 4 | 0.0 | -7
CC(C)c1ccc(NC(=O)CSc2nc3ncccc3[nH]2)cc1 | -0.4 | 10 | 3 | 1 | 0.1 | -11 | . | -6
C[C@@H]1CN([C@H](C)CO)C(=O)c2cccc(NS(=O)(=O)c3ccc(Cl)cc3)c2O[C@@H]1CN(C)C(=O)NC1CCCCC1 | 2.8 | -4 | -22 | 1 | 0.4 | -31 | 18 | -3
NC(=O)CC(NC(=O)Cc1ccc(Br)cc1)c1ccc(N2CCC(N3CCCC3)CC2)c([N+](=O)[O-])c1 (centres undefined) | -1.7 | 8 | 8 | -3 | -0.1 | 0 | 0.2 | 9
O=C(NCc1nc2ccccc2[nH]1)C1=C[C@@H](C2CCCCC2)C[C@@H](OCCCCO)O1 | 2.2&1.2 | 0 | -15 | -1&-2 | 0.0 | -25&-8 | 0.7 | -1&1
COc1ccc(-c2ccc([C@@H]3[C@@H](CO)N4CCCCN(CC5CCOCC5)C[C@H]34)cc2)cc1 | 0.9 | 8 | 16 | 0 | 0.1 | 18 | -0.2 | 48*
Cn1c(=O)c(C(=O)NCc2ccc(F)cc2)c(O)c2ccccc21 | -2.9 | -8 | -2 | 1 | 0.0 | 4 | . | 2
CCOC(=O)C1=CC[C@@H](c2ccccc2)N(S(=O)(=O)c2ccc(C)cc2)[C@H]1c1cccc(OC)c1 | 2.6 | 2 | -25 | -3 | 0.0 | -6 | -0.3 | -4
CCCC(c1nnnn1Cc1ccc(OC)cc1)N1CCN(C(=O)c2ccco2)CC1 (centres undefined) | -4.2 | 0 | 17 | . | 0.1 | -3 | 0.2 | -2
S=C1NC2=C(CCCC2=C2SCCCS2)C(c2ccccc2)N1 (centres undefined) | -3.0 | . | 2 | 0 | 0.2 | -18 | . | -3
Cc1ccc(S(=O)(=O)N2C[C@@]3(O)Cn4c(=O)ccc(=O)n4C[C@@]3(OC(=O)NCc3ccccc3F)C2)cc1 | -0.4 | . | 20 | 3 | 0.0 | -7 | -0.2 | 4
N#C/C(=C\c1ccccc1)c1ccccn1 | 1.3 | . | -4 | -3 | 0.0 | -19 | . | -6
COC(=O)N/N=C/c1cc(C)n(-c2ccccc2)c1C | . | . | 8 | 3 | 0.0 | -3 | . | 18
COc1ccccc1NC(=O)CCC(=O)N/N=C(/C)c1ccc(C)cc1 | -2.8 | . | 1 | 0 | -0.1 | -3 | 1.1 | 1
O=C(Nc1ccc(C(=O)NCCCN2CCCCC2)cc1)C1=CSCCO1 | -1.9 | 6 | 21 | -34 | 0.0 | 4 | . | -6
Cc1nc(Nc2ccncc2)c2oc3ccccc3c2n1 | -1.2 | . | 45 | 0 | . | 40 | . | -4
COc1ccccc1CCn1cc(C#N)c(=O)[nH]c1=O | -1.6 | -8 | -31 | -7 | -0.1 | -2 | -0.2 | 18
O=C(c1ccc(S(=O)(=O)N2CCOCC2)cc1)N(c1ccccn1)C1CCCCC1 | 0.1 | 3 | -10 | 1 | 0.0 | 1 | 2.8 | -3

Record cards (already shown). Values in the order: CFTR F508del cor	RAD54 inh	INS-1E GSIS act	Casp6 inh	XiGFP reactiv	RAD52 anneal inh	E-sel inducer	DENV2 CPE rescue
Results for C[C@@H]1CN([C@H](C)CO)C(=O)c2cccc(NS(=O)(=O)c3ccc(Cl)cc3)c2O[C@@H]1CN(C)C(=O)NC1CCCCC1 = 2.8	-4	-22	1	0.4	-31	18	-3
Results for COc1ccccc1CCn1cc(C#N)c(=O)[nH]c1=O = -1.6	-8	-31	-7	-0.1	-2	-0.2	18

The list continues.
SMILES | CFTR F508del cor | RAD54 inh | INS-1E GSIS act | Casp6 inh | XiGFP reactiv | RAD52 anneal inh | E-sel inducer | DENV2 CPE rescue
CSc1ccc(C#N)cc1NC(=O)c1ccc(Cl)nc1 | 1.2 | . | 24 | 3 | 0.0 | -8 | . | 5
O=C(NCC(F)(F)F)[C@H]1[C@H](CO)[C@H]2Cn3c(cccc3=O)[C@H]2N1C(=O)C1CCCC1 | -0.7 | -1 | 15 | -1 | 0.4 | 19 | -0.2 | -3
OC(c1ccc(F)cc1)c1nc(-c2csc3ccccc23)cs1 (centres undefined) | -2.2 | 10 | . | -1 | 0.0 | -22 | 0.1 | .
C[C@@H]1CCCCO[C@@H](CN(C)Cc2ccncc2)[C@@H](C)CN([C@H](C)CO)C(=O)c2cc(NC(=O)NC3CCCCC3)ccc2O1 | 1.4 | 1 | 14 | 1 | 0.4 | 10 | -0.1 | -2
COC(=O)C1=C(C)NC(=O)NC1c1ccc(OC)c(OC)c1 (centres undefined) | -0.3 | -4 | 11 | 1 | 0.0 | 4 | 0.1 | 0
COc1ccccc1CNS(=O)(=O)CCNCCc1ccccc1 | -3.8 | -3 | 5 | -1 | 0.0 | -27 | -0.2 | ?
Cc1c(Cl)c([N+](=O)[O-])nn1CCCC(=O)Nc1cc(Oc2ccccc2)cc([N+](=O)[O-])c1 | 0.5 | 6 | -10 | 2 | 0.3 | -5 | -0.1 | -4
C[C@@H]1CN([C@H](C)CO)S(=O)(=O)c2ccc(C#C[C@@H](C)O)cc2O[C@H]1CN(C)C(=O)C1CC1 | 1.9 | -9 | 13 | 1 | 0.0 | -3 | -0.1 | -6
O=C(O)CCC1(c2ccccc2)NC(=O)NC1=O (centres undefined) | 0.6 | . | -1 | -1 | 0.2 | 11 | 2.6 | -6
COCC#Cc1ccc(CC[C@H]2O[C@H]3CC[C@@H](CO)O[C@H]3C[C@@H]2n2cc(C3CC3)nn2)cc1 | -1.2 | . | . | 0 | . | -30 | . | 2
CCOc1ccc(Nc2cc(C)c3ccccc3n2)cc1 | 2.1 | -4 | -29 | 1 | 0.2 | -14 | 0.1 | 0
Cc1ccc2nc(N3CCN(C(=O)c4ccc(F)cc4)CC3)c(C#N)cc2c1 | 3.0 | -3 | -2 | 0 | 0.0 | -143 | -2.6 | 3
O=C(O)c1ccc(-n2nncc2-c2ccccc2)cc1 | -2.3 | -4 | 14 | 0 | 0.1 | -13 | . | -7
O=C1NC(=O)C2(CCCc3ccc([N+](=O)[O-])cc32)N1 (centres undefined) | 0.9 | -3 | . | 0 | 0.7 | -9 | 0.5 | -4
Clc1cccc(Cl)c1/C=N\Nc1nccs1 | . | -6 | -15 | 2 | . | -4 | . | .
COc1cccc(NC(=O)N2C[C@@H](O)COC[C@@H]3O[C@@H](CC(=O)NC4CCCC4)CC[C@H]32)c1 | -0.6 | 2 | 16 | 0 | 0.0 | 12 | -0.1 | 16
CC(=O)NC(Cc1cc(C)ccc1C)C(=O)N1CCN(C(=O)c2ccc([N+](=O)[O-])cc2)CC1 (centres undefined) | -0.9 | -2 | 6 | -1 | 0.3 | -10 | 0.2 | 0
C[C@H](CO)N1C[C@H](C)[C@H](CN(C)S(=O)(=O)c2ccc(F)cc2)OCCCC[C@H](C)Oc2ccc(NC(=O)Nc3ccc(C(F)(F)F)cc3)cc2C1=O | 1.5 | -2 | 10 | -3 | 0.2 | 5 | . | -1
CCCCNC(=S)Nc1cc(S(=O)(=O)N2CCCCC2)ccc1C | 0.5 | -9 | -4 | 3 | 0.4 | -11 | . | 4
COCCN1C(=O)CCC1(C)c1nnnn1-c1ccc2ccccc2c1 (centres undefined) | 3.3 | . | 10 | -1 | 0.1 | -17 | 3.5 | 8
O=C(/C=C/c1ccc(Cl)cc1)Nc1nccs1 | -0.3 | . | 3 | 64* | 0.1 | -26 | 4.5 | -1
Cn1c(/C=C/c2ccc(Br)cc2)nc2ccccc2c1=O | -1.5 | -17 | 2 | 2 | 0.5 | -5 | . | 14
Oc1ccccc1C1CCCCC1c1ccccc1 (centres undefined) | -1.3 | 0 | 8 | -2 | 0.1 | -11 | . | -6
CCOc1ccc(S(=O)(=O)N2CCCCC2)cc1NC(=O)CCc1ccc(OC)cc1 | 4.7 | -4 | -23 | -3 | 0.0 | 3 | -1.1 | -8
O=C(c1ccc(S(=O)(=O)Nc2ccccc2)cc1)N1CCCCCCC1 | -0.6 | 5 | -2 | 0 | 0.3 | -17 | 0.6 | 11
O=C(COC(=O)c1ccccc1C(=O)c1ccccc1)NCc1ccc(F)cc1 | -2.5 | -10 | -36 | 2 | -0.1 | -4 | -1.8 | 3
COc1ccc(Cl)cc1NC(=O)CN(C)CC(=O)Nc1cc(OC)c(OC)c(OC)c1 | 13* | -4 | -17 | -1 | 0.0 | -20 | 0.7 | -9
CCC(=O)N(C)C[C@@H]1Oc2cc(-c3ccc(OC)cc3)ccc2S(=O)(=O)N([C@H](C)CO)C[C@@H]1C | -2.1 | -7 | 1 | -3 | 0.1 | 7 | -0.2 | 9
C[C@@H]1CN([C@H](C)CO)C(=O)c2cc(NS(=O)(=O)c3ccc(F)cc3)ccc2O[C@@H]1CN(C)C(=O)Nc1ccc(F)cc1 | -0.6 | -4 | -4 | . | 0.0 | -7 | 0.4 | 18
CCOc1ccc(CCNC(=O)Cc2ccc(NC3=NC4CS(=O)(=O)CC4S3)cc2)cc1 (centres undefined) | -5.0 | 0 | -10 | -5 | 0.0 | -8 | 0.1 | -2
CC(=O)c1ccc(OCC(C)C)c(Cc2c(O)nc(N)[nH]c2=O)c1 | . | . | 13 | -1 | -0.2 | -15 | -0.3 | 0
C[C@@H]1CN([C@@H](C)CO)C(=O)c2cc(C#Cc3cccc(F)c3)cnc2O[C@H]1CN(C)Cc1ccccn1 | 1.8 | -38 | 14 | -2 | -0.8 | -26 | -0.8 | -7
CCC(=O)N1N=C(c2ccc(NS(C)(=O)=O)cc2)CC1c1ccc(N(C)C)cc1 (centres undefined) | -0.7 | . | -11 | 3 | 0.0 | -18 | 4.9 | -13
O=C(CC1C[C@H](C(=O)N2CCCCC2)[C@@]2(CCc3ccccc3)c3[nH]c4ccccc4c3CCN2C1=O)NCc1ccco1 (some centres undefined) | -1.5 | 8 | -38 | -2 | -0.1 | -9 | -0.1 | -5
C[C@@H]1CN([C@H](C)CO)C(=O)CCCn2cc(nn2)CO[C@@H]1CN(C)C(=O)Nc1ccc(C(C)(C)C)cc1 | 1.2 | . | 4 | . | 0.3 | . | -0.1 | .
COc1ccc(S(=O)(=O)N2CCC(C(=O)N3CCCC3)CC2)cc1C | 1.6 | -6 | 14 | -1 | 0.0 | -2 | . | 3
O=C(N/N=C/c1ccc(O)cc1O)c1ccc(CN2C(=O)c3cccc4cccc2c34)cc1 | 2.4 | . | -5 | 2 | 0.0 | -13 | 6.6 | 1
C[C@@H]1CN([C@@H](C)CO)C(=O)c2cc(NS(=O)(=O)c3ccccc3)ccc2O[C@@H]1CN(C)Cc1ccc(Oc2ccccc2)cc1 | -1.0 | -4 | -10 | 1 | -0.2 | -12 | -0.4 | 12
